Screening data (PubChem)
HTR5A inv ctr – counter-screen for OPRM1-OPRD1 inverse agonists: human HTR5A inverse agonism. 340,000 compounds, 0.083% hits. inhibition, % at 9.3 µM. HTR5A cell line, luminescence. AID 504634; in the data active means inhibition mostly above about 23%, no sharp cut-off; inactive means mostly below about 18%;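 further: 0% = cells with DMSO and 100% = no-cell wells with DMSO; some compounds called inactive have numbers as strong as hits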
Target sequence (P47898 whole entry, looked up): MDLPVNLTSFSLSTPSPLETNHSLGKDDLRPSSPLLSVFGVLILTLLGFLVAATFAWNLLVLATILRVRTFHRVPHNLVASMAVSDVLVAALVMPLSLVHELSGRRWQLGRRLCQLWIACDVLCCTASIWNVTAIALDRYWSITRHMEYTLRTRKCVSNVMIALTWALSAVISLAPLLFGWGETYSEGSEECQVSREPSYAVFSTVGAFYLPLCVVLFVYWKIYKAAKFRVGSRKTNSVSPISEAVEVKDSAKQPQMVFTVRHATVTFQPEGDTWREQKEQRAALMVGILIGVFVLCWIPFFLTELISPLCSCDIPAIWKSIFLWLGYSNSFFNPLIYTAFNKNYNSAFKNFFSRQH
PvdQ inh – blocks Pseudomonas aeruginosa PvdQ acylase activity; inhibition, % at 10 µM; purified PvdQ acylase, fluorescence plate reader; 340,000 compounds, 0.063% hits; in the data active means inhibition above about 30%, passing the limit was not always enough; inconclusive means no clear call, values can overlap the other calls;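 further: 0% = vehicle neutral wells and 100% = reference inhibitor wells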
V-ATPase pHluor – regulators of yeast V-ATPase proton transport | S. cerevisiae, pHLuorin cytosolic pH fluorescence | 350,000 compounds, 0.37% hits | response, % at 10 µM | AID 504577; in the data active means response mostly above about 7.3%, no sharp cut-off; inactive means mostly below about 5.4%; further: actives read high; inactives centre near 0; some compounds called inactive have numbers as strong as hits; reference of the scale not given here
CDK5 inh – CDK5/p35 (human) kinase inhibition | inhibition, % at 10 µM | Recombinant CDK5/p35, ADP-Glo luminescence, 60 min | Q00535+Q15078 | 330,000 compounds, 0.01% hits;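 active means highest replicate inhibition of at least 50% and at least 75% of replicates reaching 50%; inconclusive means only one of the two criteria met; inactive means both criteria failed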;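 further: plate controls were DMSO neutral control for no effect and GW8510 at 10 µM for full effect; many of its hits are not listed in these tables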
Target sequence (Q00535 whole entry, looked up): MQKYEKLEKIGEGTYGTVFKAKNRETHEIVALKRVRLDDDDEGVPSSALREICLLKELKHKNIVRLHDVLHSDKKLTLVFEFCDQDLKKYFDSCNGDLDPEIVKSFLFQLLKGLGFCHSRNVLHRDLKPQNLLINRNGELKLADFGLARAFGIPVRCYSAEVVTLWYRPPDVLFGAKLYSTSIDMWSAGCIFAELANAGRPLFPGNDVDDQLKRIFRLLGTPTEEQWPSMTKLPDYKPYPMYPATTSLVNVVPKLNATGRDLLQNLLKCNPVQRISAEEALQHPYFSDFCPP
Target sequence (Q15078 whole entry, looked up): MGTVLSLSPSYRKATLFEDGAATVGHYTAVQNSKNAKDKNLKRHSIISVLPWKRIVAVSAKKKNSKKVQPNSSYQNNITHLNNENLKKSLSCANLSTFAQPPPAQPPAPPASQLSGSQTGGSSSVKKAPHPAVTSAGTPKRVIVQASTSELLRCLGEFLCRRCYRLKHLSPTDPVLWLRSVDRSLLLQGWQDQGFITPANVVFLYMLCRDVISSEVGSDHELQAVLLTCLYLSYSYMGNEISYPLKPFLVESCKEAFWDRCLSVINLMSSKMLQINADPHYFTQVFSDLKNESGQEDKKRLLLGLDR
MITF act – increases MITF-driven TRPM1 promoter luciferase signal | 300,000 compounds, 0.75% hits | activation, % at 12.5 µM | SK-MEL-5 TRPM1-promoter luciferase, 24 h; % of positive control, neutral wells = 0;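 active means mean activation of at least 80% with every replicate also reaching 80%; inconclusive means mean reaches 80% but some replicate falls short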;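 further: 0% = neutral control wells and 100% = parthenolide positive control wells; values of inactives mirror those of a sister screen read the other way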
NSD2 HMT inh – inhibitors of human histone methyltransferase NSD2 | O96028 | 310,000 compounds, 0.54% hits | inhibition, % at 12.5 µM | NSD2 peptide methylation, AlphaScreen, 120 min; in the data active means inhibition above about 50%
SR-BI DiI inh – mouse SR-BI HDL lipid transfer inhibition | inhibition, % at 12.5 µM | 320,000 compounds, 0.96% hits | AID 488896 | ldlA[mSR-BI] CHO cells, DiI-HDL uptake fluorescence, 3 h;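 active means mean replicate inhibition of at least 70% and a set share of replicates each scoring 70 or more; inconclusive means meets just one of the two criteria; inactive means fails both criteria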;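 further: 0% = median of neutral control wells and 100% = median of positive control wells; values of inactives mirror those of a sister screen read the other way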
Wnt bcat act – activators of Wnt/beta-catenin signaling; Wnt/beta-catenin reporter cell assay, activator, plate reader; activation, % at 9.35 µM; 300,000 compounds, 1.2% hits; in the data active means activation above about 30%, passing the limit was not always enough; inconclusive means no clear call, values can overlap the other calls;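 further: 0% = neutral control wells and 100% = positive control wells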
dFosB act – activators of mouse delta FosB homodimer. P13346. purified delta FosB, TAMRA-CDK5 oligo fluorescence polarization; percent of positive-control signal above neutral wells. activation, % at 25 µM. 340,000 compounds, 0.99% hits. AID 493131;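 active means mean activation above about 17%, with every replicate also reaching it, limit read from the data, passing the limit was not always enough; inconclusive means only one of the two conditions met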;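 further: fluorescence polarization rise as delta FosB binds a TAMRA Cdk5 AP-1 oligo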
HTR5A ag – counter-screen for OPRM1-OPRD1 agonists: human HTR5A agonism; activation, % at 9.3 µM; 340,000 compounds, 0.61% hits; P47898; HTR5A agonist assay, luminescence, cell-based; in the data active means activation mostly above about 9.5%, no sharp cut-off; inactive means mostly below about 7.6%;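 further: 0% = cells with vehicle only and 100% = reference agonist; strong numbers were not always called active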
* marks the source's active call; other numbers are inactive results; u = inconclusive; x = no result given. Rows are unselected (roughly 5% active in at least one column).

SMILES | HTR5A inv ctr | PvdQ inh | V-ATPase pHluor | CDK5 inh | MITF act | NSD2 HMT inh | SR-BI DiI inh | Wnt bcat act | dFosB act | HTR5A ag
Cc1[nH]c2ccc(F)cc2c1CCN1C(=O)OC(C)(C)C1(C)O (stereo not drawn) | -2.5 | -14.1 | -4.1 | 0.7 | 9.4 | 2.0 | x | 38.7* | -5.4 | -0.9
C[C@@]12CCC3[C@@](CCC4[C@@]3(C)CCC[C@@]4(C)C(=O)O)(CC1=O)C2 (stereo partly drawn) | 1.3 | 7.3 | -4.3 | -1.1 | -1.8 | x | -11.1 | -0.6 | -5.5 | 0.8
COc1ccc(C2=NN(C(=O)CSc3nc4ccccc4s3)C(c3ccc(OC)cc3)C2)cc1 (stereo not drawn) | 5.7 | -21.2 | -2.9 | 0.6 | 1.7 | -2.6 | -4.3 | -3.7 | -4.1 | 0.6
O=C(c1ccc(NS(=O)(=O)c2cccs2)cc1)N1CCN(c2ccccc2Cl)CC1 | -5.9 | -9.4 | -0.6 | -4.0 | 8.3 | 6.3 | 13.1 | -5.0 | -10.6 | 7.2
CC(NC(=O)CSc1ncnc2nc[nH]c12)c1ccccc1 (stereo not drawn) | -1.1 | -2.8 | -1.6 | 1.1 | 13.7 | -1.7 | -11.1 | -0.4 | 1.1 | 0.4
O=C(CSc1nnc2ncccn12)Nc1cccc2ccccc12 | 11.8 | 9.1 | 1.9 | 3.7 | 11.6 | 8.6 | -24.9 | -0.1 | -3.2 | -4.9
CC(C)(C)NC(=O)CN(Cc1cccs1)C(=O)CCC(=O)Nc1nccs1 | 4.3 | -1.0 | 4.0 | 2.3 | -4.9 | -0.3 | -18.4 | -1.3 | 2.7 | 1.3
CCCNC(=O)C1(CC2CC(c3ccccc3)=NO2)CCNCC1 (stereo not drawn) | -18.2 | -10.3 | 1.8 | -1.7 | 10.8 | x | -2.8 | -0.4 | -5.9 | 6.8
O=C(ONC(=O)C1C2C=CC(C2)C1C(=O)NOC(=O)c1ccccc1)c1ccccc1 (stereo not drawn) | -1.6 | -12.1 | 1.5 | -2.2 | 0.9 | -3.2 | -30.1 | -4.7 | -3.7 | 0.4
Cc1cccc(C(=O)NCC(=O)NCC(c2cccs2)N2CCOCC2)c1 (stereo not drawn) | 16.1 | 1.3 | -2.5 | -0.7 | -3.2 | -5.5 | 19.2 | -0.3 | 6.8 | -6.2
CC(C)CC(=O)Nc1ccc2nn(-c3ccccc3)nc2c1 | -13.9 | -13.2 | -2.7 | -0.5 | 99.5* | -1.9 | 16.2 | u | -21.8 | 1.4
C=CCNC(=O)C1CCC(CNc2nc(=S)[nH]c3ccccc23)CC1 (stereo not drawn) | -9.0 | -24.4 | -0.8 | 0.2 | 0.6 | 14.3 | 9.0 | -1.0 | -3.5 | 2.3
O=C(NCc1ccc(Cl)cc1)C1CCCN1C(=O)Nc1ccc(F)cc1 (stereo not drawn) | 4.1 | 7.0 | 5.1 | 0.6 | -1.1 | -1.5 | -20.6 | -1.3 | 6.4 | -1.5
FC(F)(F)c1cccc(/C=N/NC(=S)NC2CCCCC2)c1 | -24.5 | -8.9 | 2.3 | -0.8 | 6.1 | -4.3 | -30.7 | -4.1 | -5.1 | 2.1
Cc1nn(CC(=O)Nc2cccc(C(F)(F)F)c2)c(=O)c2cccn12 | -16.5 | -13.2 | -1.3 | 2.2 | 6.5 | -6.3 | -8.5 | 0.2 | -6.0 | -3.6
COc1ccc(CC(=O)NCC2(c3ccc(OC)c(OC)c3)CCCC2)cc1 | -13.8 | -6.4 | -0.9 | -1.3 | 0.0 | 6.5 | -15.3 | -0.6 | -16.7 | 5.0
CCc1nnc(NC(=O)C2CC(=O)N(CCc3ccccc3)C2)s1 (stereo not drawn) | -1.1 | 11.9 | 5.1 | -0.8 | x | x | -29.3 | 1.6 | -2.2 | 0.5
CCCC(=O)Nc1ccc(S(=O)(=O)Nc2cc(OC)nc(OC)n2)cc1 | 4.1 | -1.6 | -0.5 | 0.0 | -6.6 | -1.8 | 8.7 | 1.3 | 3.4 | -1.1
N#CCC(=O)N/N=C/c1cc([N+](=O)[O-])ccc1N1CCOCC1 | -0.6 | 9.0 | 4.1 | -1.9 | 7.7 | x | -7.3 | -1.1 | -1.0 | 0.2
CC(C)NC(=O)c1c(CSc2ccc(Cl)cc2)noc1C(=O)NCc1ccccc1 | -10.8 | -8.3 | -0.1 | 0.0 | 11.9 | x | -25.2 | -1.8 | -13.4 | 3.7
CS(=O)(=O)c1ccccc1C(=O)Nc1cccc(-c2nc3ccccc3o2)c1 | -13.6 | -17.8 | 3.2 | -2.3 | -5.4 | -1.2 | 21.3 | 3.9 | -19.1 | 3.4
Cc1ccc(S(=O)(=O)N2CCCCC2)cc1NC(=O)CSc1nnnn1C | -7.5 | -6.9 | 7.7 | -0.9 | -8.8 | -3.7 | x | -1.8 | -0.2 | 4.7
Cc1cccc(-c2nc3ccccc3c(=O)[nH]2)c1 | -6.3 | -6.3 | 1.1 | 0.1 | 96.8* | 15.8 | 27.6 | 25.7 | -4.6 | 1.8
CNC1=C([N+](=O)[O-])CC([N+](=O)[O-])=C(N2CCNCC2)N1C | 23.8 | -2.5 | 0.6 | -1.2 | 4.9 | 1.5 | -15.1 | -1.7 | -3.4 | 2.3
CSCC[C@H](NC(=O)N1CCn2c1nc1ccccc12)C(=O)NCc1ccc(C)cc1 | x | -1.5 | -1.4 | -0.7 | -7.1 | 2.5 | -6.9 | -1.2 | -17.0 | x
CCCCn1nnc(NC(=O)c2ccco2)n1 | 1.0 | -9.0 | 2.8 | -0.3 | 24.9 | 122.8* | -11.4 | x | -2.4 | -0.4
COc1ccc(C2=NNC(c3cccnc3)=Nc3ccc(OC)cc32)cc1 | -6.3 | -9.8 | -1.0 | -1.4 | 5.3 | 5.3 | 1.6 | 0.1 | -5.3 | -3.8
COC(=O)CN1CCN(C(c2ccccc2)c2ccccc2)CC1 | -16.1 | 0.0 | -0.6 | -2.0 | x | 0.0 | -23.4 | x | -0.7 | 1.9
C=CCn1c(SCC(=O)NCc2ccco2)nc2sc3c(c2c1=O)CCC3 | -15.1 | -12.7 | 8.4 | -1.2 | -1.4 | 0.3 | -21.4 | 2.9 | -13.7 | -1.7
O=C(Nc1ccc(S(=O)(=O)Nc2nccs2)cc1)c1ccc(S(=O)(=O)N2CCOCC2)cc1 | 14.3 | -11.7 | 5.8 | -0.3 | 5.6 | 2.3 | -6.0 | x | -0.2 | 2.4

An excerpt from above, showing only V-ATPase pHluor.
SMILES	V-ATPase pHluor
Cc1cccc(-c2nc3ccccc3c(=O)[nH]2)c1	1.1
CNC1=C([N+](=O)[O-])CC([N+](=O)[O-])=C(N2CCNCC2)N1C	0.6

Next section.
SMILES | HTR5A inv ctr | PvdQ inh | V-ATPase pHluor | CDK5 inh | MITF act | NSD2 HMT inh | SR-BI DiI inh | Wnt bcat act | dFosB act | HTR5A ag
Cc1nc(C)c(C(=O)NNC(=O)Nc2ccc(Cl)cc2)s1 | x | -10.6 | 1.6 | 3.8 | x | -1.0 | -2.8 | -0.2 | 0.3 | x
CN1CCN(C(=O)CN(C)S(=O)(=O)c2ccc(F)cc2)CC1 | -17.7 | -13.5 | 3.1 | 0.1 | 6.4 | 0.7 | -8.6 | 2.2 | 5.3 | -1.5
Cc1nnc(NC(=O)CSc2nnc(-c3ccccc3)n2C)s1 | -1.0 | 2.0 | -0.7 | 2.9 | -5.4 | 1.5 | -0.5 | -1.0 | -7.1 | 0.4
O=C(NCCCn1ccnc1)C1CC(c2ccccc2Cl)=NO1 (stereo not drawn) | -1.7 | -5.6 | 3.9 | 2.5 | 1.4 | 26.8 | -10.4 | 1.8 | -1.6 | 0.6
COc1ccccc1-c1noc(CCCC(=O)NC2CCCCC2)n1 | -5.5 | -20.0 | 4.9 | -7.7 | -10.6 | -6.5 | x | -0.6 | -3.2 | 2.0
CCN(CC(=O)NCc1cccs1)C(=O)c1cccc(S(=O)(=O)Nc2ccccc2OC)c1 | 16.8 | -21.6 | -1.9 | 0.7 | 5.4 | -0.8 | 17.0 | -0.7 | -7.5 | 1.4
Cc1cccc(-c2noc(CCC(=O)NCCc3ccccc3)n2)c1 | -4.2 | -7.6 | 0.1 | 1.7 | -2.1 | -0.3 | 2.3 | 1.7 | -2.6 | 1.1
CCCCn1c(=O)[nH]c(=O)c2c1nc(-c1ccsc1)n2Cc1ccccc1 | -6.2 | 6.1 | -1.8 | 0.9 | -1.3 | 7.8 | -0.3 | x | -10.3 | 4.5
O=C(CCC(=O)N(c1ccccc1)C(C(=O)NC1CCCC1)c1ccncc1)Nc1cccnc1 (stereo not drawn) | -20.2 | -10.7 | -0.7 | 0.5 | 1.7 | 8.0 | -4.1 | -5.4 | -0.4 | 3.5
O=C(CSc1ccc2c(c1)OCCO2)Nc1ccc(Br)cc1 | 10.9 | -0.1 | 2.0 | -1.1 | -1.0 | -1.5 | -43.4 | -4.6 | 1.4 | -5.0
O=C(CN1C(=O)C2CCCCC2C1=O)N1CCN(c2ccc(F)cc2)CC1 (stereo not drawn) | -3.3 | -1.5 | 1.0 | -0.4 | 2.9 | -5.2 | 3.7 | -9.4 | -2.1 | 1.3
c1ccc(-c2cnc(CN3CCN(c4ccccc4)CC3)o2)cc1 | 10.6 | -16.4 | 2.9 | 0.2 | -8.4 | 13.2 | 1.8 | -0.3 | -3.3 | 0.3
N#CCSc1nc(-c2ccccc2)c2cc(Cl)ccc2n1 | -13.9 | -14.0 | -2.6 | -0.3 | 5.6 | -1.9 | 4.7 | x | 8.6 | 5.3
Cc1cc(N=Cc2c(O)ccc3ccccc23)no1 | -22.3 | -11.6 | 1.9 | 0.0 | -23.8 | x | -11.5 | x | -3.6 | -1.5
COc1ccc(OC)c(C2NC(=O)NC(C)=C2C(=O)Nc2ccc(C)cc2)c1 (stereo not drawn) | 6.7 | -15.5 | 2.8 | -1.2 | -6.8 | 6.4 | 13.2 | x | -0.3 | 6.3
COc1ccc(-n2c(C)nn(CCOc3ccccc3)c2=O)cc1 | 18.4 | -14.8 | 0.5 | 0.1 | 28.1 | -2.4 | 10.7 | 11.9 | -9.9 | -2.7
CCOC(=O)CSc1nnc(CNC(=O)c2ccc(S(=O)(=O)N(C)C)cc2)n1C | -11.3 | -0.9 | -6.4 | 0.7 | 7.3 | -3.6 | -5.9 | -2.1 | 3.7 | 4.7
N#C/C(=C\c1ccc(N2CCOCC2)o1)C(=O)NCCc1ccccc1 | -0.9 | -4.5 | 4.1 | -3.9 | 15.0 | -0.2 | 0.0 | -2.1 | -5.2 | 0.3
C[C@H](NC(=O)C1CC(=O)N(c2ccc3c(c2)OCCO3)C1)C(=O)N1CCC(C(=O)O)CC1 (stereo partly drawn) | -29.9 | -0.3 | -1.3 | x | 11.8 | -1.1 | -17.0 | -1.2 | 4.9 | -0.2
Cc1ccc(OCC(O)CN2CCN(c3ccccc3)CC2)cc1 (stereo not drawn) | -21.3 | 10.1 | 6.3 | -0.1 | 10.5 | x | -33.7 | x | -3.0 | 2.5
O=C(NC(=S)NCc1ccccc1Cl)c1cccs1 | 10.0 | -6.4 | 8.3 | -2.5 | -5.2 | -0.5 | 0.0 | -1.6 | -13.2 | -2.6
